Assay outcomes as filed in PubChem.
PfHsp40 yeast – rescue of yeast from PfHsp40 toxicity, primary screen, S. cerevisiae, ATP luminescence | S. cerevisiae expressing PfHsp40, growth rescue | growth rescue, % at 12.5 µM | actives 0.68% (n = 340,000); in the data active = growth rescue above about 28%, passing the limit was not always enough;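 note: yeast W303a lacking pdr1 and pdr3 grown in galactose medium; growth measured after three days at 30 °C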
SARS 3CLpro inh – SARS-CoV 3CLpro protease inhibitors, primary screen, biochemical, quenched FRET | Replicase polyprotein 1ab (Severe acute respiratory syndrome coronavirus), P0C6X7 | recombinant SARS-CoV 3CLpro, quenched FRET peptide cleavage | inhibition, % at 6 µM | actives 0.14% (n = 290,000); in the data active = inhibition above about 12%
BH1578 lux ind – inducers of Vibrio cholerae quorum light production without autoinducers, primary screen, BH1578 luxS cqsA deficient, single point; V. cholerae BH1578 lux reporter, luminescence, 6 h; activation, % at 18.7 µM; actives 0.16% (n = 350,000); in the data active = activation mostly above about 9.7%, no sharp cut-off; note: not every result past the cut was called active; inactives centre near 0; reference of the scale not given here
SSB-PriA inh – inhibitors of Klebsiella pneumoniae PriA binding to SSB C-terminal tail, primary screen, biochemical, AlphaScreen | PriA–SSB C-terminal tail interaction (Klebsiella pneumoniae) | AlphaScreen SSBct-PriA binding, biotinylated peptide | inhibition, % at 33 µM | actives 0.6% (n = 430,000); in the data active = inhibition mostly above about 37%, no sharp cut-off; inactive = mostly below about 20%;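 note: plate controls were negative control peptide for no effect and reference peptide for full effect; strong numbers were not always called active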
Anthrax LF prot – Bacillus anthracis LF protease inhibitors, primary screen, biochemical, multiplex microsphere, MLPCN library; multiplex microsphere protease cleavage assay; inhibition, % at 10 µM; actives 0.12% (n = 360,000); AID 588501, 2011; note: plate controls were buffer without enzyme for full effect and enzyme alone for no effect
Y pestis TopoI – Yersinia pestis topoisomerase I inhibitors, primary screen, biochemical, cleavage product accumulation, plate reader, single point | DNA topoisomerase I (Yersinia pestis CO92) | Y. pestis Topo-I cleavage product accumulation | activity, % at 10 µM | actives 0.064% (n = 360,000) | AID 504884, 2011; in the data active = activity above about 50%, passing the limit was not always enough; note: inactives centre near 2
BoNT A protease – BoNT/A light chain protease inhibitors, primary screen, biochemical, flow cytometry, MLPCN library; Botulinum neurotoxin type A light chain protease (Clostridium botulinum A str. ATCC 3502); multiplex microsphere protease substrate cleavage; inhibition, % at 10 µM; actives 0.17% (n = 360,000); AID 588499, 2011; note: plate controls were buffer without enzyme for full effect and enzyme alone for no effect
PrPC surface inh – inhibitors of human cell surface prion protein PrPC, primary screen, cell-based, TR-FRET; actives 0.43% (n = 370,000); AID 720596, 2013; TR-FRET read-out; Major prion protein (Homo sapiens), P04156; inhibition, % at 13.8 µM; in the data active = inhibition above about 24%; note: 0% = median of the test wells and 100% = reference compound wells
TcdB inh – TcdB glycohydrolase inhibitors, primary screen, biochemical, single point, plate reader; Toxin B (Clostridioides difficile), P18177; TcdB glycohydrolase enzymatic assay; inhibition, % at 9.99 µM; actives 0.24% (n = 350,000); in the data active = inhibition above about 10%
Target sequence (P18177 whole entry, looked up): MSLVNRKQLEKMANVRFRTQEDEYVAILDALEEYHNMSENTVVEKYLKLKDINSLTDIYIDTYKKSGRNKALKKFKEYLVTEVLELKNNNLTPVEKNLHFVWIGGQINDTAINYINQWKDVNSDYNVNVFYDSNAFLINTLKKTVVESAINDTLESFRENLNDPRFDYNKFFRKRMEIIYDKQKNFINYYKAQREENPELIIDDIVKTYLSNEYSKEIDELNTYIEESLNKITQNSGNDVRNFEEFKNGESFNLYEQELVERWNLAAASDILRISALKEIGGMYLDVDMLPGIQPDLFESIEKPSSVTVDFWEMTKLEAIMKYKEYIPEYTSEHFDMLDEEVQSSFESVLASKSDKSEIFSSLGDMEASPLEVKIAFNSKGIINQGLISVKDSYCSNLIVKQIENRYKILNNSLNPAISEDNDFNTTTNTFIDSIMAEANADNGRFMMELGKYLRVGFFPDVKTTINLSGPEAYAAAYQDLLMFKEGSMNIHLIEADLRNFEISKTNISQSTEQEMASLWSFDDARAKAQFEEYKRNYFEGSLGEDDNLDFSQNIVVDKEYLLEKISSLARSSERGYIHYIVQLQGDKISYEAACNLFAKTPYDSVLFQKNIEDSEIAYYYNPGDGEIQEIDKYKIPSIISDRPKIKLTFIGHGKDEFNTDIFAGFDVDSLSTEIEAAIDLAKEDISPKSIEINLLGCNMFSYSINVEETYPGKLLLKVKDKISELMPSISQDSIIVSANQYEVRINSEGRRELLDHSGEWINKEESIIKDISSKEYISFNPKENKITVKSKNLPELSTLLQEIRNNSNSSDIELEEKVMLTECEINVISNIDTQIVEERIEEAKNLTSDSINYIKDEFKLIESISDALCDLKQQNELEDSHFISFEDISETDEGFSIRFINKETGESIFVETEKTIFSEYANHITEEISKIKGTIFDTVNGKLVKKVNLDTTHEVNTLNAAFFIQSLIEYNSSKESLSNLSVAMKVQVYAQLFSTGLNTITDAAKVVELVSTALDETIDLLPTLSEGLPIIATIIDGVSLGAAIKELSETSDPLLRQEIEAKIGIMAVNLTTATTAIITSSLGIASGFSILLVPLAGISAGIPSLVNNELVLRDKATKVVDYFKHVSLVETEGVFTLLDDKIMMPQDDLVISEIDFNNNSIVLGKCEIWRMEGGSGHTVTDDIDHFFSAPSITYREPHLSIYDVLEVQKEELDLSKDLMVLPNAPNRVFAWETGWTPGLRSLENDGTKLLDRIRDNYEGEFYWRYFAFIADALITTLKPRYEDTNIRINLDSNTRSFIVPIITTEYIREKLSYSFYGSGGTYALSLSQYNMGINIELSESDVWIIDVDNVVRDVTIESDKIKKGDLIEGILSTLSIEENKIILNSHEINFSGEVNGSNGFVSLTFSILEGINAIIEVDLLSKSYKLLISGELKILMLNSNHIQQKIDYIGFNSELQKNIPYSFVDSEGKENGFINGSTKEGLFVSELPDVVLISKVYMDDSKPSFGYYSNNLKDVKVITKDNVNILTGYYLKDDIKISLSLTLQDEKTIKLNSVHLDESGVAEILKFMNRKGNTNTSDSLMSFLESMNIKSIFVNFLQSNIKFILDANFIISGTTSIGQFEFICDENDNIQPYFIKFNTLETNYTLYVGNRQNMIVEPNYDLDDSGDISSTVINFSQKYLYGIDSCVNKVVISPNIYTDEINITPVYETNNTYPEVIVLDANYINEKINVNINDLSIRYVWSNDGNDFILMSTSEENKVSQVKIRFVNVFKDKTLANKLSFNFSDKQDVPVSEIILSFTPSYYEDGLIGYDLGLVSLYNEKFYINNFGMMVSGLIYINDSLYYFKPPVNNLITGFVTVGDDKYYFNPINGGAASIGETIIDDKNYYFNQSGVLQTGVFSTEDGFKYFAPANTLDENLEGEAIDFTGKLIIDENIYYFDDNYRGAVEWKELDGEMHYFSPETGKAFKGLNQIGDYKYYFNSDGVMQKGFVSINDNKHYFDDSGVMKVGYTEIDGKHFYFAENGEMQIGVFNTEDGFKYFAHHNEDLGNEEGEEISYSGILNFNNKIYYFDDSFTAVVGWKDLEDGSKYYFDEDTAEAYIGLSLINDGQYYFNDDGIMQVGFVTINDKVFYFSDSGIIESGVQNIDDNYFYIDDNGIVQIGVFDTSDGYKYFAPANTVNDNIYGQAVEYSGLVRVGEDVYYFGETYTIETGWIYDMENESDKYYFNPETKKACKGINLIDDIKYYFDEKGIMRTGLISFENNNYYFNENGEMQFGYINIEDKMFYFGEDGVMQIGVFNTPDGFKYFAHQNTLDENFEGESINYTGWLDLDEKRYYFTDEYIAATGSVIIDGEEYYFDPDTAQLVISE
Starred values were filed as active, the others as inactive; i = inactive; x = no result given; & = joins results of further samples. Cut-off read from the data, not from the text of the source, unless noted: active = inhibition above about 30%; inconclusive = no clear call, values can overlap the other calls; inactive = below that.

SMILES	PfHsp40 yeast	SARS 3CLpro inh	BH1578 lux ind	SSB-PriA inh	Anthrax LF prot	Y pestis TopoI	BoNT A protease	PrPC surface inh	TcdB inh
Cc1cccc(Sc2ccc([N+](=O)[O-])cn2)c1	-1.2	1	-5.6	16	0	2	-0.1	-4	1.5
CC1CCCC/C1=N\NC(=S)Nc1ccccc1 (stereo not given)	-0.4	0	-0.9	x	8	4	-0.1	10	-4.5
C[C@H]1[C@H](OC(=O)CCC(=O)NCc2ccc(C(=O)O)cc2)O[C@@H]2O[C@@]3(C)CC[C@H]4[C@H](C)CC[C@@H]1C24OO3	188*	-7	0.0	-9	-4	4	-5.6	x	x
CCN(CCn1cccn1)C(=O)C1CCC(=O)N(CCN2CCOCC2)C1 (stereo not given)	-1.1	4	0.3	3	-2	1	-5.3	-1	-0.7
CN[C@@H](CO)C(=O)NC[C@H]1O[C@@H](n2cc(C)c(=O)[nH]c2=O)C[C@@H]1O	x	x	-0.2	x	0	6	-0.1	-2	-0.3
O=C(c1ccc(CN2CCc3ccccc3C2)cc1)N1CCN(c2ccccc2)CC1	1.6	5	-0.2	8	0	18	-0.1	5	x
COc1ccc(CC(=O)OC(C)C(=O)Nc2ccc(Cl)cn2)cc1 (stereo not given)	-0.5	x	-3.8	-16	5	6	-0.9	7	0.2
O=C(NCCN1CCN(S(=O)(=O)c2ccc([N+](=O)[O-])cc2)CC1)C(=O)Nc1ccccc1	-0.2	-3	-0.3	8	3	-3	-0.7	-8	0.9
Cc1ccc(S(=O)(=O)N(C)C)cc1NC(=O)CN1CCN(Cc2ccccc2)CC1	0.5	0	-5.2	5	-3	11	-0.7	-6	0.2
Cc1ccc(OCCC(=O)OCC(=O)NCCc2ccccc2)cc1	1.0	1	0.3	-11	1	-2	-0.7	-2	2.2
CCN(CC)S(=O)(=O)c1ccc(Cl)c(C(=O)Oc2cccc(-c3cnc4ccccc4n3)c2)c1	-1.9	-1	i	5	-2	-5	2.3	-8	x
Cc1cc(C)nc(NC(=O)C(c2ccccc2)c2ccccc2)n1	-1.6	0	-0.5	-19	0	5	-0.7	2	1.9
CN(C)c1ccc(C=c2c3ccccc3n3c2cc(-c2ccccc2)[n+]3C)cc1	7.1	x	-0.8	55	-26	-54	9.0	-1	4.4
Cc1ccc(S(=O)(=O)N(C)/C(=N/S(=O)(=O)c2ccccc2)c2ccccc2)cc1	0.9	-9	i	x	-3	2	-0.2	2	7.1
CC1(c2ccccc2)NC(=O)N(CC(=O)NC(=O)NC2CCCC2)C1=O (stereo not given)	-0.4	1	0.0	-4	5	3	0.6	1	x
COc1ccc(/C(N)=N/OC(=O)CCCc2ccccc2)cc1	0.1	5	-0.3	x	2	13	0.2	5	4.0
Cc1cccn2c(=O)c(C=O)c(N3CCCCCC3)nc12	-0.1	6	-0.2	-14	-4	21	0.9	x	x
CC1CCCCC1NC(=O)CCNS(=O)(=O)c1cc(Br)cnc1N (stereo not given)	0.1	2	i	7	2	-2	0.6	-5	-0.5
CC(C)Cc1nnc(NC(=O)CCC(=O)N2CCN(c3ccccn3)CC2)s1	1.1	2	-0.2	-3	x	1	x	6	x
O=C1c2ccccc2CCC12N=NCC2c1ccc(Br)cc1 (stereo not given)	-1.2	7	-0.8	-33	1	-4	-1.3	0	x
CC(=C/c1ccccc1)/C=N/NC(=O)c1nnn(-c2nonc2N)c1CN1CCC(C)CC1	1.6	-1	-0.4	x	1	21	-0.3	-2	0.4
CCCCn1c(N)c(N(CC(C)C)C(=O)c2cccc(S(=O)(=O)N3CCN(C)CC3)c2)c(=O)[nH]c1=O	-0.1	x	i	1	-1	1	-0.1	-2	3.0
CCOC(=O)c1c(C)[nH]c(C)c1C(=O)CN1C(=O)NC2(CCCCCC2)C1=O	0.2	x	-2.7	8	4	-9	-0.3	-1	-0.2
C=C1CCN([C@@H](CC(C)C)C(=O)N2CCOCC2)S(=O)(=O)c2ccccc21	-0.7	x	i	-22	2	3	-0.4	-6	0.8
CC(=O)N1CCC(O)(c2ccc3c(c2)OCO3)CC1	-0.3	-1	-0.4	-12	5	1	-4.4	-3	-0.8

Looked up one by one from above:
SMILES	PfHsp40 yeast	SARS 3CLpro inh	BH1578 lux ind	SSB-PriA inh	Anthrax LF prot	Y pestis TopoI	BoNT A protease	PrPC surface inh	TcdB inh
Cc1cc(C)nc(NC(=O)C(c2ccccc2)c2ccccc2)n1	-1.6	0	-0.5	-19	0	5	-0.7	2	1.9
CCN(CCn1cccn1)C(=O)C1CCC(=O)N(CCN2CCOCC2)C1 (stereo not given)	-1.1	4	0.3	3	-2	1	-5.3	-1	-0.7
Cc1ccc(S(=O)(=O)N(C)C)cc1NC(=O)CN1CCN(Cc2ccccc2)CC1	0.5	0	-5.2	5	-3	11	-0.7	-6	0.2
O=C(NCCN1CCN(S(=O)(=O)c2ccc([N+](=O)[O-])cc2)CC1)C(=O)Nc1ccccc1	-0.2	-3	-0.3	8	3	-3	-0.7	-8	0.9
CN[C@@H](CO)C(=O)NC[C@H]1O[C@@H](n2cc(C)c(=O)[nH]c2=O)C[C@@H]1O	x	x	-0.2	x	0	6	-0.1	-2	-0.3

More compounds follow:
SMILES	PfHsp40 yeast	SARS 3CLpro inh	BH1578 lux ind	SSB-PriA inh	Anthrax LF prot	Y pestis TopoI	BoNT A protease	PrPC surface inh	TcdB inh
Cc1nc2c(ncn2-c2ccccc2)c(=O)n1NC(=O)CN1CCCC1	2.0	-1	-1.5	-1	-4	-2	-0.1	7	0.5
CCCCNC(=O)c1ccccc1NC(=O)CCC	-0.5	0	i	-9	0	0	0.3	4	0.4
COc1ccccc1NCCC(=O)OCC(=O)NC1CCCC(C)C1C (stereo not given)	-1.6	6	-0.3	-13	0	26	0.5	8	-0.4
COc1ccc(/C(O)=C2/C(=O)C(=O)N(CCN3CCOCC3)C2c2cccnc2)cc1OC (stereo not given)	0.7	1	-1.0	x	-2	10	0.4	-3	x
CC(C)S(=O)(=O)c1csc(NC(=O)Nc2ccc(Cl)cc2)c1Cl	1.3	4	-0.4	5	-6	-14	-0.4	12	4.2
COc1cc(C)ccc1OCc1cc(C(=O)NCCN2CCOCC2)no1	0.0	3	i	-1	0	2	2.0	-5	-0.5
CCN(c1ccccc1)S(=O)(=O)c1ccc(C(=O)NCCCn2ccnc2)cc1	1.3	2	-0.8	0	0	-6	0.5	6	1.1
Nc1cnn(-c2ccccc2)c(=O)c1Cl	-0.7	4	0.7	-2	4	1	-0.2	-2	1.4
Cc1ccc(/C=N/OC(=O)c2nn(C)cc2Cl)cc1	-1.5	-1	-0.5	x	5	17	3.1	4	3.7
O=C(CN1C(=O)C2CCCCC2C1=O)Nc1ccc(OC(F)F)c(Cl)c1 (stereo not given)	-0.1	x	-2.5	-8	3	-1	-0.8	5	1.5
COc1ccccc1CCN1CCCC(CN(C)C(=O)c2ccoc2)C1 (stereo not given)	1.3	4	-4.6	-10	3	6	0.6	-11	3.6
CC(c1ccccc1)N1C(=O)c2ccc(C(=O)NCc3cccnc3)cc2C1=O (stereo not given)	0.7	1	-7.7	3	0	10	-2.0	6	-0.6
O=C(Nc1cnn(Cc2ccc(F)cc2)c1)c1noc2c1CCCC2	1.0	0	-0.7	0	x	-1	x	16	2.1
N#Cc1cc(F)c(N2CCNCC2)cc1Cl	-0.6	-3	i	-5	-2	4	-0.4	4	x
O=C1N[C@H](Cc2ccccc2)COC(=O)[C@@H](Cc2ccc(F)cc2)CC/C=C/C[C@H]1CC(=O)N(CCO)Cc1ccccc1	1.7	x	-0.1	3	0	11	0.1	-3	0.7
CC(C)C(C(=O)NCc1ccco1)N(CC1CCCO1)C(=O)CNS(=O)(=O)c1ccc(F)cc1 (stereo not given)	0.0	-3	i	-3	-3	-4	-0.9	x	0.2
CCOc1ccccc1NC1=CC(=O)CC(c2ccccc2)C1 (stereo not given)	0.2	3	i	9	-1	-1	1.7	4	x
COc1ccccc1C(C(=O)NC1CCCC1)N(C(=O)c1csnn1)C1CC1 (stereo not given)	-0.6	7	-0.5	1	0	-3	0.2	-3	-0.1
Cc1ccc(NC2CCCN(C(=O)c3cc(C(C)C)[nH]n3)C2)cc1C (stereo not given)	-2.1	-3	2.3	-4	-2	10	-3.1	-4	-0.3
CN(C)c1ccc(/C=N/NC(=O)c2sccc2-n2cccc2)cc1	-2.0	5	-0.5	x	-6	-4	-0.8	3	0.4
Cc1ccc(-n2c(C)cc(C(=O)COc3cccnc3[N+](=O)[O-])c2C)cc1	11	-4	-1.0	-12	-3	9	-1.3	-4	x
Cc1cc(NS(=O)(=O)c2ccc(NC(=O)COc3ccc(Cl)cc3)cc2)no1	1.1	4	i	-2	9	-2	1.0	2	x
CCN(CC)C(=O)c1ccc(Cn2cc([N+](=O)[O-])cn2)o1	-0.1	-3	-0.2	-13	-1	-11	-0.4	-6	-0.3
COc1ccc(NC(=O)C2CCCN2C(=O)OC(C)(C)C)cc1 (stereo not given)	0.3	3	i	0&-1	-14	6	-3.4	-3	0.6
COc1ccccc1C(=O)N1CCN(c2cccc(C(F)(F)F)c2)CC1	1.3	-2	i	-3	0	13	0.3	12	x

Carrying on:
SMILES	PfHsp40 yeast	SARS 3CLpro inh	BH1578 lux ind	SSB-PriA inh	Anthrax LF prot	Y pestis TopoI	BoNT A protease	PrPC surface inh	TcdB inh
O=C(NCc1cccnc1)c1nc(-c2ccc(C(F)(F)F)cc2)no1	0.6	1	2.5	-6	-1	-1	-0.1	12	0.5
Cc1ncc([N+](=O)[O-])n1CC(=O)NC(C)(C)C	-0.3	3	i	16	-2	-4	0.1	-5	1.0
COc1ccc(CNC(=O)C(c2ccc(C)o2)N(Cc2cccs2)C(=O)Cc2cccs2)cc1 (stereo not given)	-1.5	6	x	-5	0	5	-0.1	14	x
Cc1cccc(OCCC(=O)Nc2cc(S(=O)(=O)N3CCCCC3)ccc2N2CCOCC2)c1	-0.5	2	i	0	4	6	0.4	10	-0.3
Cc1ccc(S(=O)(=O)Nc2nc(C)cc(-n3nc(C)cc3C)n2)cc1	0.6	-2	-3.2	9	4	-5	0.4	5	0.4
CCOc1cc(N2CCOCC2)c(OCC)cc1NC(=O)c1ccc(OC)c(S(=O)(=O)N2CCOCC2)c1	-0.8	x	i	-2	0	4	-0.4	-3	-0.8
Oc1c(Cl)cc(Cl)cc1CNn1cnnc1	-0.4	-5	i	-5	-4	-8	0.6	3	-1.2
CC(C)C(=O)Nc1nnc(SCC(=O)N2c3ccccc3CC2C)s1 (stereo not given)	-0.9	-3	i	2	1	11	0.2	4	x
O=C(NN=Cc1ccccc1)C(Oc1ccccc1)c1ccccc1 (stereo not given)	0.8	x	i	-1	-3	-1	-0.4	8	0.8
CCC(CC)C(=O)c1c[nH]c(C(=O)NCc2ccccc2)c1	-0.6	3	i	-2	-14	4	-1.3	4	0.8
O=C1N(c2ccc(Cl)cc2)C(c2cccnc2)N2CCCN12 (stereo not given)	287*	1	-0.2	-10	-3	-3	-0.5	9	2.1
CCC(C)NC(=O)c1cc2c(=O)n3ccccc3nc2s1 (stereo not given)	-0.3	-2	i	-2	-4	0	-0.8	-16	1.8
CC(C)N1CCN(C(=O)c2ccc([N+](=O)[O-])cc2)CC1	x	x	-0.3	-16	x	6	x	-12	0.8
O=C1C(c2ccc(F)cc2)N(Cc2ccc3c(c2)OCO3)C(=O)CN1C1CCCC1 (stereo not given)	-0.4	-1	i	-15	-1	3	-9.8	8	x

Already shown: entries from further up.
SMILES	PfHsp40 yeast	SARS 3CLpro inh	BH1578 lux ind	SSB-PriA inh	Anthrax LF prot	Y pestis TopoI	BoNT A protease	PrPC surface inh	TcdB inh
Cc1ncc([N+](=O)[O-])n1CC(=O)NC(C)(C)C	-0.3	3	i	16	-2	-4	0.1	-5	1.0
COc1ccc(CNC(=O)C(c2ccc(C)o2)N(Cc2cccs2)C(=O)Cc2cccs2)cc1 (stereo not given)	-1.5	6	x	-5	0	5	-0.1	14	x

The list is partial; count on the stated rates, not on these rows.
